Assay outcomes: PubChem BioAssay, National Center for Advancing Translational Sciences (NCATS)
KDM5B inh = KDM5B demethylase inhibition. Q9UGL1. KDM5B demethylase, FDH-coupled NADH fluorescence (FDH is formaldehyde dehydrogenase). Potency, µM (series often up to 57.7 µM), for the others: top-dose activity change, negative = inhibition, most hits filed as inhibitors. 220,000 compounds, 2.6% hits; active means well fitted inhibition curve with a large enough effect; inconclusive means small, poorly fitted or top-dose-only effect; inactive means no such curve, though single readings can be large or run the other way; further: 0% is about no effect; nearly all actives have a fitted effect of over 70% in size
Target sequence (Q9UGL1 whole entry, looked up): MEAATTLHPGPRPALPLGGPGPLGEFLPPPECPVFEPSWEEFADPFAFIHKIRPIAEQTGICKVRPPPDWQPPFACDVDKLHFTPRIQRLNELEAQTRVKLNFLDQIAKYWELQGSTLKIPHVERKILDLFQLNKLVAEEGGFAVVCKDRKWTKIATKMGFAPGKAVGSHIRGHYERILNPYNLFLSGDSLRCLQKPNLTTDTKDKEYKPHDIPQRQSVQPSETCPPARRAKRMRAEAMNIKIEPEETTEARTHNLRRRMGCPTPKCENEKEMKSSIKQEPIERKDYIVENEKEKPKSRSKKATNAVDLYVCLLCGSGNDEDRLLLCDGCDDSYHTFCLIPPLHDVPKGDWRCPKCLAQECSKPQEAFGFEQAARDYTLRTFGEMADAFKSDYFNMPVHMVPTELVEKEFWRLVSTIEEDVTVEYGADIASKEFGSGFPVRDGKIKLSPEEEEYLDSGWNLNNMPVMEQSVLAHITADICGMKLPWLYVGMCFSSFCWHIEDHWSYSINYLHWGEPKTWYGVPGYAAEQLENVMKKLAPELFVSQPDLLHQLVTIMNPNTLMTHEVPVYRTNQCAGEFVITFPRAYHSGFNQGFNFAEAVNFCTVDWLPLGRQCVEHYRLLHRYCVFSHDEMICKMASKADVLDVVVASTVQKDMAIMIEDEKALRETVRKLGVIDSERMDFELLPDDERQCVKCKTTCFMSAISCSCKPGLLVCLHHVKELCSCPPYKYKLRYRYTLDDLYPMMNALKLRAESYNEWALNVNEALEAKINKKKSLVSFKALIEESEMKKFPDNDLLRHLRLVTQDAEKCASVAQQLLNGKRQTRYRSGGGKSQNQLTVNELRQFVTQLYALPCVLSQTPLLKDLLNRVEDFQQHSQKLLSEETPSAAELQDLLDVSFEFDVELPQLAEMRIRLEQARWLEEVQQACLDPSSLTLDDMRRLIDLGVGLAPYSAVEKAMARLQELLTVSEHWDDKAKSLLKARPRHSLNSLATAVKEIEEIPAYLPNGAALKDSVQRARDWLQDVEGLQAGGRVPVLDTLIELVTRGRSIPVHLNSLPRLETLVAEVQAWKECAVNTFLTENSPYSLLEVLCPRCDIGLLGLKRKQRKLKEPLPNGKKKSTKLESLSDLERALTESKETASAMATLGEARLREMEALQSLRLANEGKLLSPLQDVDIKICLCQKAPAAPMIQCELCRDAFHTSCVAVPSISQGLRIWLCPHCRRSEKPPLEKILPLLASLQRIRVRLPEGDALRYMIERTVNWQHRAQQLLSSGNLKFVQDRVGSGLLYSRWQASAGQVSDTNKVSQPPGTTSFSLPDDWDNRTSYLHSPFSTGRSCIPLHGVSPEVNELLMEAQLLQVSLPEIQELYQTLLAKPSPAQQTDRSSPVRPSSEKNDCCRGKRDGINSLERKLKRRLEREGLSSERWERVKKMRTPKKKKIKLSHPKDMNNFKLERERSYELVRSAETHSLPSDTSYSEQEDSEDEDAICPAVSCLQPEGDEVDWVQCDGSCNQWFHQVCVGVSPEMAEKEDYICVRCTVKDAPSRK
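Compound dilutions met 200 nM (final) KDM5BΔAP for 10 min at room temperature before substrate addition. The substrate mix held 12.5 µM H3K4me3 with cofactors 25 µM α-ketoglutarate and 50 µM Fe²⁺. NADH signal gain over 30 min defined activity.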
* marks the source's active call; other numbers are inactive results; i = inactive; ? = inconclusive; & = joins results of further samples; [ ] = dose if it differs, or a comment. Potency means the concentration at half of the fitted maximal effect.

SMILES	KDM5B inh
Cc1ccc(Sc2ccc(N3CCC(C(=O)Nc4ccc(C)c(F)c4)CC3)nn2)cc1	-3%
CCc1ccccc1NC(=O)CN1C(=O)CCn2nc(-c3cccn3C)cc21	-23%
Clc1ccccc1Nc1cnc2ccc(N3CCOCC3)nn12	32µM*
COc1cccc(Nc2cc(-c3cccs3)nc3c(C)noc23)c1	35µM*
Cc1noc(-c2cn(C3CCN(C(=O)COc4ccc(F)cc4)CC3)nn2)n1	-7%
CC(=O)Nc1cc(F)ccc1-c1csc(NC(=O)CCc2ccccc2)n1	-19%
O=C([C@@H]1C[C@H](Oc2cccnc2)CN1C(=O)c1ccc2ccccc2n1)N1CCOCC1	14%
NC1CC(c2cc(NCc3noc(C(F)(F)F)n3)ncn2)C1 (stereo unspecified)	29%
COc1ccc(C(=O)COC(=O)Cc2coc3ccc4ccccc4c23)cc1OC	?
O=C(c1ccccn1)N1CCc2nc(C3CC3)nc(-c3ccc(Cl)cc3)c2C1	?
COC(=O)c1ccc(OCC(=O)c2ccc3c(c2)OCCO3)cc1	14%
Cc1c(-c2ccccc2)nc2ccc(Br)cc2c1C(=O)O	0%
COc1ccc(N2CC(NC(=O)C(c3ccccc3)c3ccccc3)CC2=O)cc1OC (stereo unspecified)	-10%
CCOc1ccc(-c2cc3c(=O)n(CCNC(=O)c4ccc5c(c4)OCO5)ccn3n2)cc1	13%
O=c1[nH]c2cc3c(cc2cc1CN(CCO)S(=O)(=O)c1ccccc1)OCCO3	?
CCc1ccc2c(c1)NC(c1ccc(OC)cc1)=NC(c1ccncc1)=N2	9%
O=C(N[C@H]1CCN2C(=O)c3ccc(Cl)cc3NC(=O)[C@H]12)c1cccc(F)c1	-12%[86.2 µM]
COc1cccc(/C=C/c2nc(C#N)c(N3CCN(Cc4ccccc4)CC3)o2)c1	?
COC(=O)c1c(-c2cccs2)csc1NC(=O)c1ccc(C)cc1	?
Cc1ccc(N2CCN(C(=O)c3cnc(N4CCCCC4)c4ccccc34)CC2)c(C)c1	?
CN1CCN(C(=O)c2cccnc2)CC12CCC(=O)N(CC1CC1)CC2 (stereo unspecified)	-26%
CCc1ccccc1NC(=O)c1ccc2c(c1)N(Cc1cccc(Cl)c1)C(=O)c1ccccc1S2(=O)=O	-8%
O=C(CNC(=O)c1ccc(Cl)cc1)NC(CO)c1ccccc1 (stereo unspecified)	43%[activator]
CC(=O)NCCCCCC(=O)NC(C)C(C)(C)c1ccccc1 (stereo unspecified)	25%
CN(CC(O)COc1cccc(CNCCOc2ccccc2)c1)C1CCCCC1 (stereo unspecified)	-11%
Cc1c(CC(=O)O)c(=O)oc2c(C)c(OCc3ccccc3F)ccc12	?
CC(=O)c1ccc(S(=O)(=O)Oc2ccc3ccc(=O)oc3c2)cc1	-17%
CN1CCCCCCN(C(=O)NCc2ccccc2)CCC1=O	3%
Cc1[nH]c2ccccc2c1C1c2ccccc2C(=O)N1CC(=O)N1CCN(C=O)CC1 (stereo unspecified)	13%
CC(=O)N1CC2(CCN(c3nc(C)cc(C(=O)O)n3)CC2)CC1C(=O)O (stereo unspecified)	?
Cc1ccc(C(C(=O)NCc2cc(C)nn2C)N(C)C)cc1 (stereo unspecified)	-9%
N#Cc1ccc(CN2CCn3c(nnc3C3CCNCC3)C2)cc1	?
Cc1ccccc1Oc1ccc(C(=O)O)cc1	11%
CC(O)CNc1ncnc2c1oc1nc(C(C)C)c3c(c12)CCC3 (stereo unspecified)	?
N#Cc1ccc(C(=O)N2CCC3(CC2)NC(=O)N(Cc2ccccc2)C3=O)cc1	15%
Cc1ccc2[nH]c(C(=O)NCc3cccs3)cc2c1	?
COCCOC1CCOC2(CCN(S(=O)(=O)c3c(C)noc3C)CC2)C1 (stereo unspecified)	3%
COc1ccc(C(=O)N[C@@H]2CCC[C@@H]2C(=O)NCC(C)C)cn1	-8%
O=C(Cc1n[nH]c(=O)c2ccccc12)Nc1ccc(F)cc1	7%
CC(C)Cc1noc(CSc2nc(-c3ccco3)nc3ccccc23)n1	?
COc1ccc(C(=O)NCCn2ccn3nc(-c4ccc(C)c(C)c4)cc3c2=O)cc1	18µM*
Cc1cccc(C)c1NC(=O)CN(C)C(=O)c1cc([N+](=O)[O-])ccc1N1CCOCC1	-20%
CN1C(=O)N(c2ccc(Cl)c(Cl)c2)C(C)(O)CC1(C)C (stereo unspecified)	24%
O=C(NCCc1noc(-c2ccccc2)n1)c1n[nH]c2ccccc12	?
O=C1CC(C(=O)N2CCc3ccccc32)CN1c1ccc(F)cc1 (stereo unspecified)	21%
CCc1nnc(NC(=O)C2CC(=O)N(c3n[nH]c4cccc(F)c34)C2)s1 (stereo unspecified)	-32%
COc1cc(C)c(C)cc1S(=O)(=O)N1CCN(c2c(C)cccc2C)CC1	15%
CC(C)(C)C(=O)Nc1cccc(C(=O)OCc2cc(=O)n3nc(C4CCCCC4)sc3n2)c1	?
C#CCCCCCCCCC(=O)N1CCOCC1	26%
Cc1ccc(CNC(=O)c2ccc(CSCc3ccc(C)cc3)o2)cc1	?
Cc1cc(C)cc(C(=O)N2CCCC(n3cc(-c4nc(C)no4)nn3)C2)c1 (stereo unspecified)	12%
CC(C)CNC(=O)N1CC(Oc2ccc(-c3nc(-c4ccccc4)no3)cc2)C1	17%
COc1ccc(CC(=O)N2CC[C@@H](CC(=O)O)[C@@H](CCN3CCN(c4ccc(F)cc4)CC3)C2)cc1	-15%
COc1ccc(-c2noc([C@@H](C)NC(=O)Cc3ccccc3)c2C(=O)O)cc1	7%[86.2 µM]
O=C(Cn1c(=O)oc2ccccc21)Nc1ccc(-c2nnc3n2CCCCC3)cc1	17%
COc1ccc(-c2ccnc3c2c(=O)n(C)c(=O)n3C)cc1OC	-12%
O=C(CSCCN1CCCC1)N1CCC(n2cnnc2)CC1	-6%
CC(C)CC(=O)N1C[C@@H](Oc2ccccc2)C[C@H]1C(=O)N1CCCC1	-14%
Cc1ccc(CN2CCSc3ccc(C(=O)Nc4cc(C)cc(C)c4)cc32)cc1	?
CN1CCCN(C(=O)Cc2ccc(OC(F)(F)F)cc2)c2ccccc21	-7%
Additional structures.
SMILES	KDM5B inh
CN(C)C[C@@H]1CN(C)C[C@H]1NC(=O)c1cc2ccccc2[nH]1	25µM*
CCc1c(C)sc(NC(=O)c2ccccc2)c1C#N	?
O=C(C[C@@H]1CCNC[C@@H]1Cc1cc(COc2ccccc2)on1)NCc1ccccc1	-21%[86.2 µM]
O=C(c1ccc2c(c1)CCN2S(=O)(=O)c1ccccc1)N1CCN(c2ccccc2F)CC1	-6%
Cc1c(CC(=O)NCCCO)c(=O)oc2cc(O)c(Cl)cc12	i
CCCCNC(=O)NCCN(C)C	14%
CCn1c(=O)c2sccc2n(CC(=O)N2CCOc3ccc(C)cc32)c1=O	15%
CCN(CC)CCCNC(=O)C(C)C1CCN(C(=O)c2ccc3nc(-c4ccccc4)oc3c2)CC1 (stereo unspecified)	-18%
O=[N+]([O-])c1cccc2ccc(/C=C/c3cccc(F)c3)nc12	6%
CCC(=O)Nc1nnc(S(=O)(=O)N(C)Cc2ccccc2)s1	1%
O=C(NCCN1CCOCC1)c1ccc2c(c1)n(Cc1cccc(F)c1)c(=O)c1ccnn12	?
COc1ccc(S(=O)(=O)NCC2Cn3cccc3C(=O)N2Cc2ccccc2)cc1 (stereo unspecified)	7%
CCC(C)c1ccc(-c2csc(NC(=O)c3cnc4c(c3)c(=O)n(C)c(=O)n4C)n2)cc1 (stereo unspecified)	8%
CN1CCN(CC(=O)C(C#N)c2ccccc2)CC1 (stereo unspecified)	1%
C[N+](C)(CC#Cc1ccccc1)CC#Cc1ccccc1	-13%

A different layout for part of the listing above:
> COc1ccc(S(=O)(=O)NCC2Cn3cccc3C(=O)N2Cc2ccccc2)cc1 (stereo unspecified)
- KDM5B inh: 7%

> CCC(C)c1ccc(-c2csc(NC(=O)c3cnc4c(c3)c(=O)n(C)c(=O)n4C)n2)cc1 (stereo unspecified)
- KDM5B inh: 8%

> Cc1c(CC(=O)NCCCO)c(=O)oc2cc(O)c(Cl)cc12
- KDM5B inh: i

> CCc1c(C)sc(NC(=O)c2ccccc2)c1C#N
- KDM5B inh: ?

By substructure: those above with a nitro group on carbon (2)
SMILES	KDM5B inh
Cc1cccc(C)c1NC(=O)CN(C)C(=O)c1cc([N+](=O)[O-])ccc1N1CCOCC1	-20%
O=[N+]([O-])c1cccc2ccc(/C=C/c3cccc(F)c3)nc12	6%

The list continues:
SMILES	KDM5B inh
COCCCNC(=O)CSc1nc2c(sc3ccccc32)c(=O)n1CCc1ccccc1	-41%
CC(C)(CC(=O)O)CC(=O)N1CC[C@H]2NC(=O)N(c3ccc(F)cc3)C(=O)[C@H]21	0%[86.2 µM]
Cc1ccccc1OCc1nnc(SCc2ccc(Cl)c(Cl)c2)n1C	14%
COc1ccc(C(=O)CN2C(=O)N(c3cc(C)ccc3C)S(=O)(=O)c3ccccc32)cc1	-13%
COc1cccc(C(=O)N2CCC(N3C[C@H](O)C[C@H]3C(=O)NCc3ccccc3)CC2)c1	-5%
CCc1ccccc1N(C)C(=O)c1nn(-c2ccc(OC)cc2)c(=O)c2c1c1ccccc1n2C	5%
CCc1nc2ccc(C(=O)NCc3ccccc3)cc2nc1CC	-4%
COc1ccc(CN2CCC3(CCC(=O)N(Cc4ccncc4)C3)CC2)c(F)c1	12%
Cc1c(Cl)cccc1NC(=O)Cn1ccn2nc(-c3ccccc3)c(CO)c2c1=O	?
Cn1c(SCC(=O)N/N=C/c2cccnc2)nnc1-c1ccccc1	0%
CS(=O)(=O)c1ccc(OCC2(CNS(=O)(=O)c3ccc(F)cc3)C[C@@H](O)[C@@H](O)C2)cc1 (stereo partly specified)	?
CCOc1ccc(CCNC(=O)C2Cc3ccccc3N2C(=O)CC)cc1OCC (stereo unspecified)	-2%
Cn1c(NCc2ccccc2)nc2c1c(=O)n(Cc1ccccc1F)c(=O)n2C	-9%
COCCn1nnnc1C1CC2(CCOCC2)C(=O)N1Cc1ccc(Cl)cc1 (stereo unspecified)	-16%
CCc1ccc(C(=O)NC2CCN(c3cn[nH]c(=O)c3)CC2)cc1	30%

At a glance, some entries already given:
SMILES	KDM5B inh
Cn1c(SCC(=O)N/N=C/c2cccnc2)nnc1-c1ccccc1	0%
CS(=O)(=O)c1ccc(OCC2(CNS(=O)(=O)c3ccc(F)cc3)C[C@@H](O)[C@@H](O)C2)cc1 (stereo partly specified)	?
CCOc1ccc(CCNC(=O)C2Cc3ccccc3N2C(=O)CC)cc1OCC (stereo unspecified)	-2%
Cn1c(NCc2ccccc2)nc2c1c(=O)n(Cc1ccccc1F)c(=O)n2C	-9%
COCCn1nnnc1C1CC2(CCOCC2)C(=O)N1Cc1ccc(Cl)cc1 (stereo unspecified)	-16%
CCc1ccc(C(=O)NC2CCN(c3cn[nH]c(=O)c3)CC2)cc1	30%

More compounds
SMILES	KDM5B inh
CCOc1nc(NC(=O)NS(=O)(=O)Oc2ccc(Cl)cc2)nc(-c2ccccc2)n1	?
c1ccc(CN2CCNc3cc(-c4ccncc4)ncc3C2)cc1	-28%[86.2 µM]
COc1ccc(CN2C(=O)[C@@H]3C[C@@H](O)CN3C3(CN(CC(C)C)C3)C2=O)cc1	-19%[86.2 µM]
N#Cc1nc(-c2ccccc2F)oc1NCc1ccco1	?
Cc1ncoc1C(=O)N1CCC(c2noc(-c3ccccc3)n2)C1 (stereo unspecified)	-15%
Cc1cc(C)c(S(=O)(=O)NCCc2cc3ccc(C)cc3[nH]c2=O)c(C)c1	?
O=C(CCCCn1c(=O)[nH]c2ccsc2c1=O)N1CCN(c2cccc(Cl)c2)CC1	-7%
CC(CNC(=O)c1ccc(Cn2c(SCc3ccccc3)nc3cccnc32)cc1)c1ccccc1 (stereo unspecified)	?
Cc1ccccc1NC(=O)C(C#N)=C1CCCC1	11%
CC(C)C(NC(=O)c1n[nH]c(=O)c2ccccc12)c1ccccc1 (stereo unspecified)	25%
CCNc1c(NC(=O)Nc2ccc(Cl)cc2)c(=O)oc2ccccc12	-13%
CCN(Cc1ccccc1)C(=O)Cn1cc(C#N)c2ccccc21	4%
CC(C)CCN1C(=O)c2ccccc2CC1(C)C(=O)NC1CCC(C)CC1 (stereo unspecified)	-27%
Cc1ccccc1CC(=O)N1CCN(C(=O)c2nnn3c2COC(c2ccccc2)C3)CC1 (stereo unspecified)	17%
Cc1c(CN2CCC(c3nnc(CN(C)C)n3C)CC2)cc(C#N)n1C	1%
CCN(CC)c1ncnc2c1cnn2-c1cc(Cl)ccc1C	-8%
CN1CCCC2(CCN(C(=O)Nc3ccccc3-c3ccccc3)C2)C1=O (stereo unspecified)	-20%
CSc1ccc(CCNC(=O)NCc2noc3ccccc23)cc1	16%&4%
CNC(=O)c1ccc2c(c1)OCCN(c1cccc(OC(F)(F)F)c1)C2	13%[86.2 µM]
CCn1ncc(Cl)c1CNC(=O)C1CCCN(S(=O)(=O)c2cnn(C)c2C)C1 (stereo unspecified)	-3%
O=C(O)c1ccc(/C=C/C(=O)c2cccc(Br)c2)cc1	-30%
Cc1cn2c(=O)cc(COC(=O)c3cccc(NC(=O)COc4ccc(Cl)cc4)c3)nc2s1	?
CCCn1cnc2nc(CSc3ccccc3NC(=O)c3ccccc3C)cc(=O)n21	2%
COc1nccc(N2CCC(CC(=O)N(C)CCCc3c(C)nn(C)c3C)CC2)n1	-4%
CCCCOC(=O)C1CCCC(C)N1 (stereo unspecified)	27%

This is a subset, so the mix of outcomes need not match the whole.
